12-LOX inh – inhibitors of human 12S-lipoxygenase ALOX12; purified 12hLO, xylenol orange hydroperoxide absorbance; Potency, µM (top dose mostly 108 µM), without a hit: top-dose activity change, negative = inhibition, usual class: inhibitors; actives 1.1% (n = 580,000); note: potency is the fitted concentration of half-maximal effect; % is set by controls: 0 for no effect and ±100 for the full control effect
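Purified human 12hLO at 150 nM in 25 mM Hepes, 0.01% Triton X-100, pH 7.0, preincubated 15 min at room temperature with compound. Reaction started with 40 uM arachidonic acid, 30 min at room temperature. Hydroperoxide measured by Fe-xylenol orange, 573/405 nm absorbance ratio.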
APEX1 inh – blocks human APE1 abasic DNA cleavage. actives 0.35% (n = 350,000). Potency, µM (top dose mostly 65.8 µM), inactives show at the top dose activity change, negative = inhibition, most hits filed as inhibitors. AID 2517. recombinant APE1, TAMRA/BHQ-2 abasic DNA cleavage fluorescence;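 note: potency is the fitted concentration of half-maximal effect; plate controls were vehicle for no effect and reference inhibitor for full effect; nearly all actives have a fitted effect of over 55% in size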
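Substrate: short duplex with […] THF abasic site, 5'-TAMRA and 3'-BHQ-2, 50 nM final. APE1 at 0.75 nM, preincubated 15 min RT with compound. Fluorescence increase from first to third read measured activity.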
BLM inh – inhibitors of human Bloom syndrome helicase BLM. recombinant BLM DNA unwinding, fluorescence dequenching. Potency, µM (series often up to 56.1 µM), for inactives: at the highest dose activity change, negative = inhibition, actives largely listed as inhibitors. actives 0.2% (n = 350,000). AID 2528;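 note: potency is the fitted concentration of half-maximal effect; plate controls were vehicle for no effect and no enzyme for full effect; nearly all actives have a fitted effect of over 35% in size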
Target sequence (P54132 whole entry, looked up): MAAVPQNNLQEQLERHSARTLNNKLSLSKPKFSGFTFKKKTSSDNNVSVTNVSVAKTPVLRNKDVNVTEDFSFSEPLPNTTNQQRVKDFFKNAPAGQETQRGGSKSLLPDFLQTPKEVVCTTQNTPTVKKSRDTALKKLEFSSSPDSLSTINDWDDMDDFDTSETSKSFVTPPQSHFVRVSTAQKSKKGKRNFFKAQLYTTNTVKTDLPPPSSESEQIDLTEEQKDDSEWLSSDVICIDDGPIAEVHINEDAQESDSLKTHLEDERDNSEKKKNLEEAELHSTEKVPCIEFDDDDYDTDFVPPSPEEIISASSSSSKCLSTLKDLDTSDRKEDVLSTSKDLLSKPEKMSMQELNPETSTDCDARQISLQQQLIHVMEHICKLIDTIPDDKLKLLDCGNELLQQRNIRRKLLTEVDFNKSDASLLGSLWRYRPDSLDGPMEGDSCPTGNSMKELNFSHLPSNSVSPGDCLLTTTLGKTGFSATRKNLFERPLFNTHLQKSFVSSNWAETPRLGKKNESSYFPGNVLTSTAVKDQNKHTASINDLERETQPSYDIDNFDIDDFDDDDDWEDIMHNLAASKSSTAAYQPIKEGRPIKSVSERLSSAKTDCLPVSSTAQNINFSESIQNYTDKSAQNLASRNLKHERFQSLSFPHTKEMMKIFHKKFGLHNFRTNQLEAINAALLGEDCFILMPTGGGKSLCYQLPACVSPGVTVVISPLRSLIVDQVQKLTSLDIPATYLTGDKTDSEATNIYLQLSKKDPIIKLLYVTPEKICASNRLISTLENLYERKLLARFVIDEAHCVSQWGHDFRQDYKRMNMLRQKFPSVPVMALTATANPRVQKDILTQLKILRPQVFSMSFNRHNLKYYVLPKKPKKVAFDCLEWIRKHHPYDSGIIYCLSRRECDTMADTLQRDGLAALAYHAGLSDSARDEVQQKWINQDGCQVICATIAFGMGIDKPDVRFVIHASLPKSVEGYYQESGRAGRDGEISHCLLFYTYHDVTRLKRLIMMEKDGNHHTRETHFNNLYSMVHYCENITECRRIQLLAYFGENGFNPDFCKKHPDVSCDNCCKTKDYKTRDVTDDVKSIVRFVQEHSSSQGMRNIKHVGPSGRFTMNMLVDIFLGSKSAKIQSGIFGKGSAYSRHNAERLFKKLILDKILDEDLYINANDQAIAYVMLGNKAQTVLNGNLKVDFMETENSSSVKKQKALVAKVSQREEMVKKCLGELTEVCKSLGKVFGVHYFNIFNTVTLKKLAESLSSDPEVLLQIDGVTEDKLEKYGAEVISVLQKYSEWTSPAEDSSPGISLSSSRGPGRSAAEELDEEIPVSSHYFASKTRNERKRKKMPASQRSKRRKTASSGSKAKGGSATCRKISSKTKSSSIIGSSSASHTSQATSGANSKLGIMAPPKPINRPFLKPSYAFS
Pol beta inh – blocks human DNA polymerase beta activity; AID 485314; actives 1.3% (n = 340,000); P06746; Pol beta primer extension/strand displacement, fluorescence kinetic; Potency, µM (highest dose often 114 µM), for inactives: top-dose activity change, negative = inhibition, usual class: inhibitors; note: potency is the fitted concentration of half-maximal effect; % is set by controls: 0 for no effect and ±100 for the full control effect
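Reaction started by 50 nM substrate onto compound-treated Pol beta (10 nM, 15 min preincubation, room temperature); plates read at 0 min and 10 min. Normalized concentration-effect data fitted by four-parameter Hill equation.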
POLK inh – inhibitors of human DNA polymerase kappa; Q9UBT6; purified Pol kappa, fluorescent DNA synthesis assay, 10 min; Potency, µM (titrated, usually from 107 µM), for inactives: top-dose activity, negative = inhibition, most hits filed as inhibitors; actives 0.53% (n = 400,000); note: potency is the fitted concentration of half-maximal effect; % is set by controls: 0 for no effect and ±100 for the full control effect
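Here, compound and 10 nM enzyme are combined for 15 min at room temperature; adding 50 nM substrate (final) starts DNA synthesis, tracked by fluorescence at 0 and 10 min against buffer-only wells.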
Pol iota inh – blocks human DNA polymerase iota activity | Q9UNA4 | Pol iota fluorescent replication assay, 10 min | Potency, µM (highest dose often 115 µM), for the others: at the highest dose activity, negative = inhibition, most hits filed as inhibitors | actives 1% (n = 390,000); note: potency is the fitted concentration of half-maximal effect
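Fluorescent replication assay read twice, at 0 min and 10 min after adding 50 nM (final) substrate. Enzyme (10 nM) and compounds were first incubated 15 min at room temperature; enzyme-free buffer wells were negative controls.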
TRHR ag – activates the human TRH receptor. P34981. TRHR cells, calcium flux fluo-8, FDSS agonist mode. activation, % at 2 µM. actives 0.18% (n = 360,000). AID 493084; in the data active = activation above about 30%; note: 0% is about no effect
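In this calcium-flux screen, cells bearing human TRHR are dye-loaded with fluo-8, baselined for 10 cycles, then exposed to library compounds; positive kinetic calcium responses during the agonist phase mark hits, with TRH as control.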
Apoferritin bind – candidate novel general anesthetic via apoferritin binding | P02791 | apoferritin/1-aminoanthracene competitive binding, fluorescence | Potency, µM (doses to about 77.5 µM), for the others: top-dose activity change, negative = displacement, most hits filed as inhibitors | actives 0.074% (n = 350,000); note: potency is the fitted concentration of half-maximal effect; % is set by controls: 0 for no effect and ±100 for the full control effect; nearly all actives have a fitted effect of over 20% in size
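Horse-spleen apoferritin (10 uM) was mixed with 50% saturated 1-aminoanthracene in PBS, exposed to compounds for 10 min at room temperature, and read for fluorescence (ex 380 nm, em 535 nm). Competitive displacement was fitted with a four-parameter Hill equation.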
ERG Ets-DNA blk – inhibitors of human ERG Ets domain-DNA interaction; AID 624246; P11308; actives 0.028% (n = 370,000); Potency, µM (doses to about 76.9 µM), without a hit: top-dose FP activity, negative = inhibition, actives largely listed as inhibitors; fluorescence polarization, His-ERG Ets domain / labelled DNA; active = well fitted inhibition curve with a large enough effect in the polarisation, with a control signal flat; inconclusive = small, poorly fitted or top-dose-only effect, or effect the other way, or a change in a side signal; inactive = no such curve, though single readings can be large or run the other way; the % refers to the polarisation;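 note: polarization taken with two DNA probes labelled with fluorescein and Texas red; potency is the fitted concentration of half-maximal effect; % of control where 0% means no effect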
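His-tagged ERG Ets domain (1 uM in the protein solution; 300mM KCl, 50mM Tris-HCl, 1mM EDTA, 1mM DTT, pH 7.5) received compound, then a probe mix of 5 nM fluorescein-DNA and 100nM Texas-615-DNA. Fluorescence polarization was read for both dyes.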
An asterisk follows results filed as active; ? = inconclusive; . = no result given; [ ] = remark or other dose. Unless noted, calls come from the whole dose curve; as a rule, active = well fitted curve in the direction sought with a large enough effect; inconclusive = small, poorly fitted or top-dose-only effect, or another doubt; inactive = no such curve, though single readings can be large; an effect the other way counts as inactive or inconclusive. These rows are one share of the data, so the mix of outcomes need not match the whole.

The line under a structure holds: 12-LOX inh | APEX1 inh | BLM inh | Pol beta inh | POLK inh | Pol iota inh | TRHR ag | Apoferritin bind | ERG Ets-DNA blk
1. CCN1C(=O)c2cccc3c(S(=O)(=O)NCC4CCCO4)ccc1c23 (stereo not given)
→ -3% | 2% | 3% | -2% | -3% | -13% | -0.6 | 591%[activator] | 0%
2. CCOC(=O)c1ccccc1NC(=O)c1ccc(NS(C)(=O)=O)cc1
→ -23% | -12% | -4% | -18% | -7% | 21% | -0.1 | -10% | .
3. O=C(c1ccccc1F)N1CCN(c2ccccc2F)CC1
→ 0% | 17% | -2% | 19% | -12% | 5% | 0.3 | -17% | -3%
4. CC(=O)N1CCN(c2ccc(NC(=O)c3cccc(OCc4ccccc4)c3)cc2)CC1
→ 277%[activator] | -3% | -2% | 6% | -10% | 18% | -0.9 | -15% | -3%
5. O=C(COC(=O)c1ccccc1NCCO)NCCc1ccccc1
→ -16% | 11% | . | . | -8% | 17% | -0.4 | . | 5%
6. O=C1NC(=O)c2c(Br)c(Br)c(Br)c(Br)c21
→ -3% | . | . | . | -15% | 19% | . | . | 8%
7. O=C(Nc1ccccc1)Nc1nncs1
→ -7% | 2% | 2% | 2% | -7% | 20% | 0.3 | 7% | -6%
8. CCC12CN(C(=O)c3ccc([N+](=O)[O-])cc3)CC(CC)(CN(C(=O)c3ccc([N+](=O)[O-])cc3)C1)C2=O
→ 0% | 8% | 0% | 0% | -12% | 37%[activator] | 0.3 | 6% | -4%
9. C1CN(CC2CCN(c3nc4nonc4nc3N3CCSCC3)CC2)CCO1
→ -8% | 18% | -3% | 32% | -3% | 89%[activator] | 0.7 | -8% | 1%
10. CCN(C(=O)COC(=O)CCc1c[nH]c2ccccc12)c1c(N)n(Cc2ccccc2)c(=O)[nH]c1=O
→ -26% | -3% | . | . | -14% | 10% | 0.0 | . | -1%
11. O=S(=O)(Nc1ccccc1)c1ccc(-c2csnn2)cc1
→ -2% | 4% | -7% | -1% | 1% | 5% | 0.9 | 0% | 2%
12. COc1ccc(OC(=O)c2nc(SCc3ccccc3C)ncc2Cl)cc1
→ -17% | . | -3% | 10% | -3% | -21% | 2.6 | ? | 9%
13. CCOC(=O)c1ccc(S(=O)(=O)N2CCN(Cc3cc4c(cc3O)OCO4)CC2)cc1
→ 0% | 9% | . | . | -15% | -5% | -0.1 | . | 28%
14. CCCN(C(=O)c1cn(CC(C)C)c(=O)c2cc(OC)c(OC)cc12)c1cccc(C)c1
→ -14% | . | -2% | 47% | -16% | -4% | -0.2 | -6% | 4%
15. O=C(C1CCN(S(=O)(=O)c2ccc(Cl)c(C(F)(F)F)c2)CC1)N1CCC1
→ 198%[activator] | 8% | . | . | 4% | 25% | 0.1 | . | -6%
16. N#Cc1c(SCc2ccc(Cl)cc2)sc(C(=O)c2ccccc2)c1N
→ 10% | -2% | -10% | 1% | -2% | 18% | 0.3 | ? | 8%
17. Cc1ccc(NC(=O)CCc2ccc(S(=O)(=O)N3CCOCC3)cc2)c(Cl)c1
→ 7% | -8% | . | . | -3% | -18% | . | . | ?
18. O=C(c1ccc(-c2ccccc2)cc1)C1CCCN(C(=O)c2cncs2)C1 (stereo not given)
→ 3% | -2% | -8% | 8% | -4% | 5% | -0.8 | -23% | 4%
19. CN(Cc1c(F)cccc1Cl)C(=O)c1cccc(S(=O)(=O)NCc2ccccc2)c1
→ -11% | 4% | . | . | 0% | 15% | 0.2 | . | 9%
20. COc1ccc(-c2cc(-c3cccs3)c(C#N)c(SCC(=O)NCc3ccco3)n2)cc1
→ . | 0% | -7% | 13µM* | -4% | 8% | 0.5 | -6% | -6%
21. CC(C)c1ccc(-c2nnc(SCC(=O)NC3CC3)n2C)cc1
→ -2% | 16% | -1% | 2% | 3% | 1% | -0.4 | -16% | -6%
22. O=C(Nc1cccnc1)c1ccccc1-c1ccccc1
→ -5% | 4% | 1% | 0% | 11% | -3% | -0.1 | -17% | 2%
23. Cc1ncc(CSc2nccc(=O)[nH]2)c(CO)c1O
→ 17% | 3% | -1% | -3% | 3% | -16% | 0.5 | 3% | -9%
24. Cc1noc(C)c1CSc1ncnc2sc(C)c(C)c12
→ 449%[activator] | 3% | -1% | 7% | -1% | 10% | 0.1 | -11% | 9%
25. COc1ccc(OC)c(S(=O)(=O)NCC(c2ccco2)N2CCc3ccccc32)c1 (stereo not given)
→ 40µM* | -11% | . | . | -10% | 1% | -0.3 | . | -1%
26. CCOc1ccc(NC(=S)N=Nc2c(O)[nH]c3ccccc23)cc1
→ 6% | -2% | -3% | 0% | -9% | 51%[activator] | 1.8 | ? | 0%
27. O=C(c1ccc(Cl)s1)N1CCN(c2ccccc2)CC1
→ -1% | -3% | 0% | 3% | 7% | -4% | -1.3 | -3% | 16%
28. Cc1occc(=O)c1OC(=O)Nc1ccccc1
→ ? | 18% | -1% | 51% | -14% | -2% | 0.1 | 0% | -7%
29. O=C(NNC(=O)C12CC3CC(CC(C3)C1)C2)c1cccc([N+](=O)[O-])c1
→ -16% | 20% | -2% | 6% | 2% | 3% | 0.2 | -13% | -8%
30. COc1ccc(C2=NOC(C(=O)N(C)Cc3ccccc3)C2)cc1 (stereo not given)
→ 1% | -4% | 2% | -18% | 2% | 13% | -0.7 | ? | 2%

A draw from above in order of formula weight, lowest first.
The line under a structure holds: 12-LOX inh | APEX1 inh | BLM inh | Pol beta inh | POLK inh | Pol iota inh | TRHR ag | Apoferritin bind | ERG Ets-DNA blk
7. O=C(Nc1ccccc1)Nc1nncs1
→ -7% | 2% | 2% | 2% | -7% | 20% | 0.3 | 7% | -6%
5. O=C(COC(=O)c1ccccc1NCCO)NCCc1ccccc1
→ -16% | 11% | . | . | -8% | 17% | -0.4 | . | 5%
29. O=C(NNC(=O)C12CC3CC(CC(C3)C1)C2)c1cccc([N+](=O)[O-])c1
→ -16% | 20% | -2% | 6% | 2% | 3% | 0.2 | -13% | -8%
2. CCOC(=O)c1ccccc1NC(=O)c1ccc(NS(C)(=O)=O)cc1
→ -23% | -12% | -4% | -18% | -7% | 21% | -0.1 | -10% | .
18. O=C(c1ccc(-c2ccccc2)cc1)C1CCCN(C(=O)c2cncs2)C1 (stereo not given)
→ 3% | -2% | -8% | 8% | -4% | 5% | -0.8 | -23% | 4%
9. C1CN(CC2CCN(c3nc4nonc4nc3N3CCSCC3)CC2)CCO1
→ -8% | 18% | -3% | 32% | -3% | 89%[activator] | 0.7 | -8% | 1%
15. O=C(C1CCN(S(=O)(=O)c2ccc(Cl)c(C(F)(F)F)c2)CC1)N1CCC1
→ 198%[activator] | 8% | . | . | 4% | 25% | 0.1 | . | -6%
4. CC(=O)N1CCN(c2ccc(NC(=O)c3cccc(OCc4ccccc4)c3)cc2)CC1
→ 277%[activator] | -3% | -2% | 6% | -10% | 18% | -0.9 | -15% | -3%
20. COc1ccc(-c2cc(-c3cccs3)c(C#N)c(SCC(=O)NCc3ccco3)n2)cc1
→ . | 0% | -7% | 13µM* | -4% | 8% | 0.5 | -6% | -6%
10. CCN(C(=O)COC(=O)CCc1c[nH]c2ccccc12)c1c(N)n(Cc2ccccc2)c(=O)[nH]c1=O
→ -26% | -3% | . | . | -14% | 10% | 0.0 | . | -1%
8. CCC12CN(C(=O)c3ccc([N+](=O)[O-])cc3)CC(CC)(CN(C(=O)c3ccc([N+](=O)[O-])cc3)C1)C2=O
→ 0% | 8% | 0% | 0% | -12% | 37%[activator] | 0.3 | 6% | -4%

Continued.
The line under a structure holds: 12-LOX inh | APEX1 inh | BLM inh | Pol beta inh | POLK inh | Pol iota inh | TRHR ag | Apoferritin bind | ERG Ets-DNA blk
31. CC1=C(N2CCCCC2)CCC1=O
→ -9% | . | . | . | 7% | 7% | . | . | 5%
32. O=C(C1CCN(S(=O)(=O)c2ccccc2F)CC1)N1CCc2ccccc2C1
→ -12% | 0% | -1% | -9% | 3% | 156%[activator] | 0.1 | -12% | -2%
33. Cc1ccc(NC(=O)NC2CC(=O)N(c3ccc4c(c3)OCCO4)C2)cc1F (stereo not given)
→ 6% | -11% | . | . | -5% | 25% | -0.5 | . | -6%
34. CCOc1cc(/C=C2\C(=N)N3N=C(C)SC3=NC2=O)ccc1OCCOc1ccccc1
→ 2% | -11% | -6% | -4% | 1% | 43%[activator] | 0.3 | 0% | -3%
35. CCC(C)C1C(C#N)=C(N)Oc2n[nH]c(C)c21 (stereo not given)
→ 12% | -3% | 2% | -1% | 2% | 30% | -0.3 | -7% | -4%
36. O=C(N/N=C/c1c[nH]c2ccccc12)c1ccn(Cc2ccc(Cl)cc2Cl)n1
→ 130%[activator] | -8% | -9% | 5% | -13% | -14% | 0.3 | 51%[activator] | -1%
37. Cc1ccnc(-n2c(C)cc(/C=N/NC(=O)COc3cccc4cccnc34)c2C)c1
→ 246%[activator] | -1% | -1% | 11% | 1% | 170%[activator] | -0.3 | -12% | 4%
38. O=C(CSc1nc2ccccc2c(=O)n1-c1ccccc1)NCc1ccco1
→ 0% | 5% | 0% | 0% | -12% | 4% | -0.4 | -1% | 2%
39. CCOC(=O)CSc1nc2sc3c(c2c(=O)n1CC)CCCC3
→ 3% | . | -2% | -2% | -24% | ? | 0.4 | -1% | -1%
40. O=C(Cn1c(=O)n(Cc2ccc3c(c2)OCO3)c(=O)c2oc3ccccc3c21)Nc1ccc(F)cc1
→ -21% | . | 2% | 10% | 4% | 29% | 1.7 | 0% | 0%
41. Cc1ccc([N+](=O)[O-])cc1NC(=O)c1ccccc1
→ 19% | 3% | -6% | -4% | 5% | 22% | -0.1 | -5% | ?
